From PubChem
SW480 rerep – inducers of DNA re-replication in SW480 colon cancer cells. SW480 DNA re-replication, Hoechst DNA content imaging, 48 h. AID 624297. Potency, µM (titrated, usually from 46.1 µM), without a hit: top-dose re-replication activation, hits mostly activators. hit rate 1.8% among 340,000; also: potency is read from the fitted curve at half-maximal effect; % of control where 0% means no effect; nearly all actives have a fitted effect of over 55% in size
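First, 250 cells per well were seeded. Next, compound or vehicle (23 nL) was pinned in, plates sat 48 hr at 37 C. Finally Hoechst was added for 40 min before fluorescence scanning.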
ATXN2 expr inh – inhibitors of ATXN2 expression; HEK-293 ATXN2-luciferase reporter, luminescence, 24 h; Potency, µM (top dose mostly 57 µM), without a hit: top-dose activity change, negative = inhibition, most hits filed as inhibitors; hit rate 0.72% among 360,000; AID 1745845; also: potency is read from the fitted curve at half-maximal effect; % is scaled to controls: 0 for no effect and ±100 for the full control effect; nearly all actives have a fitted effect of over 55% in size
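qHTS (up to 57 uM final) was run with 24 h compound exposure of reporter cells at 37 °C. Each well was multiplexed: SteadyGlo luminescence measured ATXN2-luciferase expression after a fluorogenic Gly-Phe-AFC viability readout (25 uM final).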
IL1B secr inh – inhibitors of inflammasome signaling (IL-1 beta secretion); THP-1 LPS/ATP IL-1B secretion, AlphaLISA, 16 h; active compounds read low; activity change, % at 57.5 µM; hit rate 4.7% among 360,000; AID 743279; in the data active = activity change below about -50%; inconclusive = mostly about -30% to -49%; also: % is scaled to controls: 0 for no effect and ±100 for the full control effect
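Secreted IL-1B measured by AlphaLISA bead assay after 16 h compound exposure of THP-1 cells; compounds (final up to 57.5 uM) added 1 h before LPS (250 ng/mL) and ATP (1.25 mM) stimulation; lower signal means less secretion.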
KB-3-1 cytotox – KB-3-1 parental cell cytotoxicity; KB-3-1 viability, CellTiter-Glo ATP luminescence, 72 h; Potency, µM (titrated, usually from 46.1 µM), without a hit: top-dose activity change, negative = cytotoxic, hits mostly cytotoxic; hit rate 1.4% among 400,000; AID 1347075; also: potency is read from the fitted curve at half-maximal effect; % is scaled to controls: 0 for no effect and ±100 for the full control effect; nearly all actives have a fitted effect of over 60% in size
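KB-3-1 cells, DMEM (no phenol red) + 10% FBS; compound by pin transfer, 72 h, 37 °C. Readout: CellTiter-Glo luminescence after 10 min. Data normalized, curve-fitted.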
MCF10A rerep – inducers of DNA re-replication in MCF 10A breast cells | MCF 10A DNA re-replication, Hoechst nuclear intensity, 48 h | Potency, µM (series often up to 46.1 µM), without a hit: at the highest dose activity, positive = re-replication, actives largely listed as activators | hit rate 2.9% among 350,000 | AID 624296; also: potency is read from the fitted curve at half-maximal effect; % of control where 0% means no effect; nearly all actives have a fitted effect of over 50% in size
HT1080-NT tox – kills 2HG-producing HT-1080-NT fibrosarcoma cells. HT-1080-NT fibrosarcoma viability, CellTiter-Glo ATP luminescence, 48 h. hit rate 1.6% among 360,000. Potency, µM (top dose mostly 46.1 µM), for the others: at the highest dose activity, negative = less viability, actives largely listed as cytotoxic;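 also: NT is the 2HG producing partner of a matched IDH1 knockdown line; potency is read from the fitted curve at half-maximal effect; 0% = DMSO-treated cells and -100% = media-only wells without cells; nearly all actives have a fitted effect of over 55% in size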
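HT-1080-NT; 750 cells/well; 5% FBS RPMI; 48 h compound, 37 degrees C; CellTiter-Glo luminescence; curve fitting and curve-class assignment.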
KB-V1 MDR tox – kills drug-selected multidrug resistant KB-V1 cells | KB-V1 MDR cells viability, CellTiter-Glo, 72 h | Potency, µM (highest dose often 46.1 µM), inactives show top-dose activity change, negative = cytotoxicity, actives largely listed as cytotoxic | hit rate 3.4% among 400,000; also: potency is read from the fitted curve at half-maximal effect; % is scaled to controls: 0 for no effect and ±100 for the full control effect; nearly all actives have a fitted effect of over 60% in size
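Potencies derive from concentration-effect curves fitted to normalized luminescence (CellTiter-Glo) of KB-V1 cells treated for 72 h at 37 degrees C in phenol-red-free DMEM containing 10% FBS.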
HT1080 IDH1KD tx – HT-1080 IDH1 knockdown cell toxicity (counter line); AID 686971; hit rate 2% among 360,000; Potency, µM (doses to about 46.1 µM), for inactives: at the top dose activity, negative = toxicity, actives largely listed as cytotoxic; HT-1080 IDH1 knockdown viability, ATP luminescence, 48 h;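 also: potency is read from the fitted curve at half-maximal effect; 0% = DMSO wells and -100% = cell-free medium wells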
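Knockdown cells (IDH1KD HT-1080) received compounds 2 h after plating at 750 cells/well and were kept 48 h at 37 °C in 5% FBS RPMI. A CellTiter-Glo luminescence read gave % activity for curve fitting.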
ATXN viability – cell viability loss in ATXN counter-screen | S2 cells (HEK-293 line with an ATXN2-luciferase reporter) viability, CellTiter-Fluor protease fluorescence, 24 h | Potency, µM (doses to about 56.7 µM), usual class: cytotoxic | hit rate 0.49% among 400,000 | AID 651635; also: potency is read from the fitted curve at half-maximal effect; nearly all actives have a fitted effect of over 40% in size
Starred values were filed as active, the others as inactive; i = inactive; ? = inconclusive; · = no result given; & = joins results of further samples; [ ] = dose if it differs, or a comment. Unless noted, calls follow the shape of the dose curve; as a rule, active = well fitted curve in the direction sought with a large enough effect; inconclusive = small, poorly fitted or top-dose-only effect, or another doubt; inactive = no such curve, though single readings can be large; an effect the other way counts as inactive or inconclusive.

SMILES	SW480 rerep	ATXN2 expr inh	IL1B secr inh	KB-3-1 cytotox	MCF10A rerep	HT1080-NT tox	KB-V1 MDR tox	HT1080 IDH1KD tx	ATXN viability
CC1(c2nnc(-c3ccc(Cl)cc3)o2)CC(c2ccc([N+](=O)[O-])cc2)=NO1 (configuration not stated)	-25%	7%	-13	0%	25%	2%	?	6%	i
CCCCC(=O)N1CC(=O)Nc2ccc(F)cc2C1c1ccc(F)cc1 (configuration not stated)	-4%	-22%&-6%	-1	24%&-1%	-1%	-1%	-13%&-23%	0%	i
COc1ccc(OCCNC(=O)c2cccc(Oc3ccc(C(F)(F)F)cc3[N+](=O)[O-])c2)cc1	-34%[inhibitor]	-31%	0	?	?	-2%	2.9µM*	-25%	i
COc1ccc(/C=N/NC(=O)c2ccccc2[N+](=O)[O-])cc1CN1CCc2cc(OC)c(OC)cc2C1C (configuration not stated)	1%	-12%	-13	8%	-5%	-7%	-19%	0%	i
Cc1ccc(Cl)cc1-n1c(SCC(=O)NCc2ccccc2)nc2n[nH]c(C)c2c1=N	·	-18%	·	?	·	·	?	·	i
CCOC(=O)C1C2C=CC3(CN(Cc4ccco4)C(=O)C13)O2 (configuration not stated)	-1%	-10%	2	0%	?	13%	?	15%	i
COc1ccc(NC(=O)CC2(CC(=O)O)CCCC2)cn1	-2%	13%	21	-18%	0%	10%	-1%	-2%	i
C=C(C)C1CC=C(CN2CC(C)OC(C)C2)CC1 (configuration not stated)	-8%	3%	5	12%	-1%	12%	?	10%	i
O=C(/C=C/Nc1ccc(F)cc1F)c1ccc(Br)cc1	-3%	100%[activator]	-13	-1%	4%	-3%	-7%	-5%	i
O=C(CC12CC3CC(CC(C3)C1)C2)N/N=C/c1ccncc1	-8%	-2%	-14	4%	-5%	-7%	15%	-9%	i

Full records, quoted from the list. Order of values: SW480 rerep, ATXN2 expr inh, IL1B secr inh, KB-3-1 cytotox, MCF10A rerep, HT1080-NT tox, KB-V1 MDR tox, HT1080 IDH1KD tx, ATXN viability
Entry for O=C(CC12CC3CC(CC(C3)C1)C2)N/N=C/c1ccncc1 : -8%, -2%, -14, 4%, -5%, -7%, 15%, -9%, i
Entry for COc1ccc(NC(=O)CC2(CC(=O)O)CCCC2)cn1 : -2%, 13%, 21, -18%, 0%, 10%, -1%, -2%, i
Entry for Cc1ccc(Cl)cc1-n1c(SCC(=O)NCc2ccccc2)nc2n[nH]c(C)c2c1=N : ·, -18%, ·, ?, ·, ·, ?, ·, i

Carrying on.
SMILES	SW480 rerep	ATXN2 expr inh	IL1B secr inh	KB-3-1 cytotox	MCF10A rerep	HT1080-NT tox	KB-V1 MDR tox	HT1080 IDH1KD tx	ATXN viability
CC(=O)N(CCc1ccccc1)c1ccc2c(c1)C1CC2CCN1C(=O)OCc1ccccc1 (configuration not stated)	·	?	?	?	·	?	?	?	?
CCOC(=O)Cn1nc(-c2ccccc2)c(-c2ccccc2)nc1=O	-10%	6%	17	11%	1%	8%	7%	1%	i
COc1ccc(N=C2NC(=O)/C(=C/c3ccc(O)c(OC)c3)S2)cc1	23µM*	21%	-67*	?	?	-16%	?	2%	?
O=C(O)Cc1nn(Cc2ccc(Cl)cc2)c(=O)c2ccccc12	-8%	4%[11.3 µM]	1	-1%	-4%	0%	0%	15%	i
COC(=O)c1cnc(NNS(=O)(=O)c2ccc(C(F)(F)F)cc2)nc1C(F)(F)F	?	·	-20	4%	-5%	-6%	2%	13%	i
CC(C)C[C@@]12C(=O)N(c3cccc(F)c3)C(=O)N1[C@H](c1ccc(Cl)cc1)[C@@H]1C(=O)N(C3CCCCC3)C(=O)[C@@H]12	5%	-2%	-20	4%	1%	5%	-18%	2%	i
Cc1ccc(S(=O)(=O)N(C)C[C@H]2OCc3cn(nn3)CCCC(=O)N([C@@H](C)CO)C[C@@H]2C)cc1	·	10%	14	25%	·	12%	27%	7%	i
Cc1ccc(OCc2nnc(SCC(=O)NCc3ccccc3)n2C)cc1	-7%	-1%	16	-3%	-3%	15%	9%	17%	i
CCCCn1c(SCC(=O)NC2CCCC2)nnc1-c1ccco1	-4%	-9%	-7	-7%	1%	17%	?	17%	i
COC(=O)C1=C(C)N(c2ccc(OC)cc2)C(=O)/C1=C\c1cccs1	1%	-5%	6	20%	0%	1%	27%	1%	i
O=C(CSc1nnc(SCc2ccccc2)s1)N/N=C/c1ccc(Cl)cc1Cl	-6%	-25%	0	-18%	?	14%	?	12%	i
Cn1c(-c2ccccc2)c(Sc2ccccc2)c2cc(-c3ccc4[nH]ccc4c3)ccc21	·	1%	32	-3%	·	2%	-13%	1%	i
COc1cc2nc(SCC(=O)c3ccc(Br)cc3)n3nc(C)nc3c2cc1OC	3%	-3%	1	6%	1%	19%	?	14%	i
CSCCC(NC(=O)c1ccccc1)C(=O)NCC(C)(C)N1CCOCC1 (configuration not stated)	-2%	·	-8	-2%	-10%	0%	-17%	-1%	i
CN(C)C(=O)N1CCC(C(=O)NCC2CCCO2)CC1 (configuration not stated)	-5%	-2%	5	6%	16%	11%	-3%	-2%	i
Oc1oc(-c2ccccc2)nc1/C=N/c1nccs1	-3%	17%	2	2%	4%	-4%	?	0%	i
Cn1nc(Oc2nc(N3CCOCC3)nc(N3CCOCC3)n2)ccc1=O	-7%	7%	5	?	10%	-5%	5%	16%	i
Nc1c(N(CCC2=CCCCC2)C(=O)Cc2ccccc2F)c(=O)[nH]c(=O)n1Cc1ccccc1	13%	-14%	0	5%	8%	0%	4%	1%	?
CC(NC(=O)Cc1ccc(F)cc1)c1ccc(F)cc1 (configuration not stated)	-3%	·	-1	2%	8%	-3%	27%	-3%	i
COc1ccc(/C=N/NC(=O)CNc2n[nH]c(=O)[nH]c2=O)cc1OC	-2%	4%	0	-1%	-1%	?	?	-4%	i
Nc1ccccc1SCc1c(Cl)cccc1Cl	-50%[inhibitor]	-6%	-14	-4%	-7%	-8%	0%	-4%	i
O=C(Nc1cccnc1Cl)c1ccc2c(Cl)c3c(nc2c1)CCC3	4%	109%[activator][11.3 µM]	·	19%	10%	-11%	?	-9%	i
CCn1c(=O)c2sccc2n(Cc2cc(C(=O)OC)ccc2OC)c1=O	0%	·	18	-1%	1%	9%	-27%	2%	i
Cn1c(=O)[nH]c2cc(-c3noc(-c4ccc(Br)cc4)n3)ccc21	·	4%	·	2%	·	·	?	·	i
CCCOC(=O)c1ccc(NC(=O)COC(=O)C2CCN(c3ccc(C(F)(F)F)cn3)CC2)cc1	-8%	1%	0	0%	-5%	-7%	-4%	-5%	i
COc1ccc(S(=O)(=O)c2nnn(-c3cccc(OC)c3)c2N)cc1	21%	-1%	9	19%	10%	0%	?	0%	i
COc1ccccc1NCC(=O)Nc1cc(S(=O)(=O)N2CCOCC2)ccc1N1CCOCC1	-7%	4%	-2	5%	3%	1%	-19%	-3%	i
Cc1ccc(NC(=O)C(=O)NCCCN2CCOCC2)cc1C	·	2%	·	3%	·	·	0%	·	i
Fc1ccc(OCCCCCN2CCCC2)cc1	13%	-15%	-1	-8%	-2%	-15%	-12%	-26%	i
Cc1cc(C)c(C#N)c(SCC(=O)Nc2cc(C)on2)n1	?	49%[activator]	0	-7%	?	1%	8.2µM*	-3%	i

With a hit mark in IL1B secr inh (from the list above):
canonical_smiles,IL1B secr inh
COc1ccc(N=C2NC(=O)/C(=C/c3ccc(O)c(OC)c3)S2)cc1,-67*

Three entries out of the list, sorted by number of heavy atoms, falling:
SMILES	SW480 rerep	ATXN2 expr inh	IL1B secr inh	KB-3-1 cytotox	MCF10A rerep	HT1080-NT tox	KB-V1 MDR tox	HT1080 IDH1KD tx	ATXN viability
CCn1c(=O)c2sccc2n(Cc2cc(C(=O)OC)ccc2OC)c1=O	0%	·	18	-1%	1%	9%	-27%	2%	i
Cc1cc(C)c(C#N)c(SCC(=O)Nc2cc(C)on2)n1	?	49%[activator]	0	-7%	?	1%	8.2µM*	-3%	i
Fc1ccc(OCCCCCN2CCCC2)cc1	13%	-15%	-1	-8%	-2%	-15%	-12%	-26%	i

The list goes on.
SMILES	SW480 rerep	ATXN2 expr inh	IL1B secr inh	KB-3-1 cytotox	MCF10A rerep	HT1080-NT tox	KB-V1 MDR tox	HT1080 IDH1KD tx	ATXN viability
CC(=O)NC12CC3CC(C1)CC(C(=O)N1CCN(c4ncccn4)CC1)(C3)C2	2%	8%	-8	27%	5%	-1%	-22%	0%	i
Cc1cccc(N2CCN(c3nc4ccccc4n4cnnc34)CC2)c1C	-14%	-3%	6	-15%	?	1%	9%	-1%	i
CCOC(=O)COc1ccccc1C1C(C(=O)OC)=C(C)NC2=C1C(=O)c1ccccc12 (configuration not stated)	·	-7%	·	-5%	·	·	?	·	?
COc1ccc(CN2C(=O)C(CC(=O)NCc3ccco3)CC(C(=O)N(C(C)C)C(C)C)=C2C)cc1 (configuration not stated)	·	3%	-14	-1%	·	1%	-11%	1%	i
NC(=O)Cn1ccc(O)c(Cc2ccc(Cl)cc2Cl)c1=O	8%	·	-9	2%	-1%	2%	-8%	-4%	i
COc1cc(NC(=S)N2CCCC(CO)C2)c(OC)cc1Cl (configuration not stated)	-1%	-1%	5	4%	3%	9%	-4%	11%	i
CCOC(=O)c1cc2sccc2n1CC(=O)N1c2ccccc2CC1C (configuration not stated)	-4%	?	-18	-4%	0%	14%	?	0%	?
COc1ccc(Cl)cc1C(=O)OCC(=O)NCc1cccs1	?	9%	27	?	-2%	1%	4%	1%	i
Cc1nn(-c2ccccc2)c(C)c1C(=O)OCc1ccc(C#N)cc1	1%	·	-9	-18%	28%	0%	-26%	-2%	i
COc1ccc(S(=O)(=O)Nc2ccccc2)cc1	20%	-20%	22	-15%	0%	-18%	-3%	-16%	i
COc1cc(CN(C)C)cc(C=O)c1O	2%	-18%[11.3 µM]	-15	5%	?	-6%	-7%	-2%	i
Cc1cc(NC(=O)CN2C(=O)NC3(CCCCC3)C2=O)ccc1N1CCCC1	0%	-4%	-1	?	0%	1%	-3%	-3%	?
COc1ccccc1N1CCN(C(=O)c2ccc3noc(-c4ccccc4)c3c2)CC1	·	·	28	-6%	·	-16%	?	-12%	i
